Screening data from PubChem.
ERAP1 inh: blocks human ERAP1 aminopeptidase activity | recombinant ERAP1, Leu-AMC fluorescence, 60 min | inhibition, % at 10.7 µM | actives 0.15% (n = 340,000) | AID 652197;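 active = mean replicate inhibition of at least 30%, or all replicates individually reaching that 30% level; inactive = mean below 30% and not every replicate reaching it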;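 note: 0% = neutral control wells and 100% = L-leucinethiol positive control wells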
Target sequence (Q9NZ08 whole entry, looked up): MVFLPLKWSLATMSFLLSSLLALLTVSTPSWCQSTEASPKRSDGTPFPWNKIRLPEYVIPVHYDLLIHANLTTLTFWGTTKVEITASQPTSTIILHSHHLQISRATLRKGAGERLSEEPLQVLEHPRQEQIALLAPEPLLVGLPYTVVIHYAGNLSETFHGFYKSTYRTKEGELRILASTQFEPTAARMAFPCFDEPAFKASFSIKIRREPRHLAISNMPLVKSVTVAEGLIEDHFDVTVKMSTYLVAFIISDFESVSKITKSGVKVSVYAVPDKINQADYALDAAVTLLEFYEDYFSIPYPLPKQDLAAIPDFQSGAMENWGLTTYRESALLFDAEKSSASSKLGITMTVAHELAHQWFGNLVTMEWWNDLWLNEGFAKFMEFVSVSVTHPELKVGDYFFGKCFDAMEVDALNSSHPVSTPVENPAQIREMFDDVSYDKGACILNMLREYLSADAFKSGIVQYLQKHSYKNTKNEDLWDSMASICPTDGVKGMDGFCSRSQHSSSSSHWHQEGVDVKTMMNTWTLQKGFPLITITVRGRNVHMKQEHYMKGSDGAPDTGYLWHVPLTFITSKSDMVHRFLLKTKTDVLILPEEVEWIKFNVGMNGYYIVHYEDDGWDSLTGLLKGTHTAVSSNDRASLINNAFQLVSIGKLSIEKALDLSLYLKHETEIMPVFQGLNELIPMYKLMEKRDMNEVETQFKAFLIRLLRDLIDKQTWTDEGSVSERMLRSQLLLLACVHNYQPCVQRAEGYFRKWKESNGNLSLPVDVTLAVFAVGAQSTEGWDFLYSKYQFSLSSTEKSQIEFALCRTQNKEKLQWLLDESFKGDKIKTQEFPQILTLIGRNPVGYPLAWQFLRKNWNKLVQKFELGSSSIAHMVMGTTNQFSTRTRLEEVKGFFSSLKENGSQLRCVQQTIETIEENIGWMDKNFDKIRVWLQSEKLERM
FN deposition inh: fibronectin deposition inhibition; inhibition, % at 12.6 µM; AH1F fibroblasts, Alexa488-fibronectin deposition fluorescence, overnight; AID 743247; actives 0.086% (n = 350,000);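 active = mean inhibition across replicates of 30% or more, regardless of how many single replicates reach that level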;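 note: positive control wells lacked labelled fibronectin entirely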
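Measured by – fluorescence 485/525 nm · System – AH1F fibroblast monolayer, labelled fibronectin deposition · Amount – 10000 cells per well · Buffer or medium – serum-reduced DMEM (2% serum) · Doses – single dose, pinned · Also added – fluorescent fibronectin at 24 nM final · Schedule – 1 h cell attachment, overnight exposure to compound and label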
PGC1a acetyl inh: PGC1a acetylation modulation, inhibitor mode. U2OS PGC1a acetylation, AlphaScreen anti-acetyl-lysine; with virally co-expressed GCN5 acetyltransferase. inhibition, % at 15.6 µM. actives 0.17% (n = 350,000);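 active = every replicate shows inhibition of at least 40%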;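 note: 0% = neutral control wells and 100% = positive control wells; some results beyond the cut were filed as inactive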
S100A4 MyoIIA: blocks human S100A4 binding to myosin IIA peptide | actives 0.14% (n = 360,000) | inhibition, % at 10.7 µM | P26447 | S100A4/TAMRA-MyoIIA peptide fluorescence polarization;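 active = mean inhibition of at least 70% across replicates, with every replicate also reaching that level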
Target sequence (P26447 whole entry, looked up): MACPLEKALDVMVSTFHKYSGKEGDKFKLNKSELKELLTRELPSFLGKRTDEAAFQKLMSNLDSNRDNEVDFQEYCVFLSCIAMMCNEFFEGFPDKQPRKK
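System – human S100A4 monomer protein, biochemical binding assay · Buffer or medium – Calcium-containing HEPES buffer, pH 7.2 · Timing – 5 min between mix addition and reading · Also added – TAMRA-labelled myosin IIA heavy-chain peptide probe, 5 nM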
LGR2 inh: Drosophila LGR2 receptor signaling inhibition; HEK293 LGR2, CRE-luciferase, bursicon-stimulated, 4 h; inhibition, % at 9.99 µM; actives 0.35% (n = 380,000);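 active = drop in luminescence signal, shown as inhibition above about 50% in the replicate tests, limit read from the data, passing the limit was not always enough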;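 note: agonist challenge used bursicon conditioned medium at about half maximal strength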
PglD inh: inhibitors of Campylobacter jejuni PglD acetyltransferase. purified PglD enzyme, DTNB colorimetric CoA detection. inhibition, % at 12.5 µM. actives 0.098% (n = 360,000). AID 602405; in the data active = inhibition above about 16%, passing the limit was not always enough; note: strong numbers were not always called active
EWS-Fli block: EWS/Fli transcriptional activity inhibition | A673 NR0B1-luciferase reporter, viability-normalised | inhibition, % at 12.6 µM | actives 0.67% (n = 350,000) | AID 651661;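 active = mean inhibition of at least 50% after viability correction, with every replicate also passing that limit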;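 note: firefly luciferase signal divided by Alamar Blue viability fluorescence both relative to DMSO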
PAX8 reporter: lowers PAX8-driven luciferase in RMG-I cells. AID 652154. RMG-I TPO-luciferase reporter, SteadyGlo, 24 h. inhibition, % at 12.6 µM. actives 1.2% (n = 360,000);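 active = mean replicate inhibition at least 60% with every replicate also reaching 60%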;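 note: luciferase light reporting Pax8 driven TPO promoter activity; plate controls were median of neutral control wells for no effect and mitoxantrone controls for full effect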
* hit, by the source's call.

Results for COc1ccc(N2CCN(Cc3nc4c(c(=O)[nH]c(=O)n4C)n3Cc3cccc(Cl)c3)CC2)cc1 ?
ERAP1 inh: -2.4; FN deposition inh: 2.7; PGC1a acetyl inh: 13.5; S100A4 MyoIIA: 3.2; LGR2 inh: -4.8; EWS-Fli block: 7.3; PAX8 reporter: 13.2

What do the screens show for `O=C(CSc1nnc(-c2ccccc2F)n1C1CC1)N1CCCC1`?
ERAP1 inh: -3.2; FN deposition inh: 7.1; PGC1a acetyl inh: -2.6; S100A4 MyoIIA: -1.8; LGR2 inh: 0.2; PglD inh: -1.3; EWS-Fli block: -7.5; PAX8 reporter: -7.0

What do the screens show for `O=C(Nc1nccs1)c1cc(-c2ccccc2)nc2ccccc12`?
ERAP1 inh: -2.0; FN deposition inh: -8.9; S100A4 MyoIIA: 1.3; LGR2 inh: 13.1; EWS-Fli block: 10.2; PAX8 reporter: 8.2

How did COc1ccc(S(=O)(=O)Nc2ccc3c(c2)C(=O)N([C@H](C)CO)C[C@H](C)[C@@H](CN(C)S(=O)(=O)c2ccc(Cl)cc2)OCCCC[C@H](C)O3)cc1 do in these assays?
ERAP1 inh: -0.3; FN deposition inh: 0.1; PGC1a acetyl inh: 5.6; S100A4 MyoIIA: 0.2; LGR2 inh: 5.9; PglD inh: -2.1; EWS-Fli block: 5.3; PAX8 reporter: 78.5*

How did CSCCC(NS(=O)(=O)c1ccc(C)cc1)C(=O)N1CCCCCCC1 (stereo unspecified) do in these assays?
ERAP1 inh: -0.1; FN deposition inh: 11.3; PGC1a acetyl inh: -7.1; S100A4 MyoIIA: -0.8; LGR2 inh: 3.3; PglD inh: -1.0; EWS-Fli block: -2.0; PAX8 reporter: 7.6

Results for Cc1nn(-c2cc(C(F)(F)F)ccn2)c(=O)o1 ?
FN deposition inh: -4.0; PGC1a acetyl inh: 4.9; S100A4 MyoIIA: -0.7; PglD inh: -1.2; EWS-Fli block: 12.9; PAX8 reporter: -0.1

Results for O=C(C[C@@H]1CC[C@@H](NC(=O)CC2CC2)[C@H](CO)O1)NCc1ccc(Cl)cc1 ?
ERAP1 inh: 4.3; PGC1a acetyl inh: 2.9; S100A4 MyoIIA: 134.7*; LGR2 inh: 8.0; PglD inh: 0.5; EWS-Fli block: 0.1; PAX8 reporter: -34.7

Results for COc1ccc(CNC(=O)C2(C)Cc3c(-c4ccc(N(C)C)cc4)ccnc3O2)cc1OC (stereo unspecified) ?
ERAP1 inh: 6.9; FN deposition inh: 9.2; S100A4 MyoIIA: 3.8; LGR2 inh: 4.9; PglD inh: -0.1; EWS-Fli block: -0.6; PAX8 reporter: 16.8

What do the screens show for `CC1CCCCC1NC(=O)C1CCC(CNS(=O)(=O)c2ccc(F)cc2)CC1` (stereo unspecified)?
ERAP1 inh: -6.1; FN deposition inh: -1.7; S100A4 MyoIIA: -3.3; LGR2 inh: -5.4; PglD inh: 0.3; EWS-Fli block: -1.9; PAX8 reporter: 6.5

Results for C/C(=N\NC(=O)c1cc(-c2ccc(C)s2)[nH]n1)c1ccncc1 ?
ERAP1 inh: -2.8; FN deposition inh: 10.7; S100A4 MyoIIA: 3.9; LGR2 inh: -6.3; PglD inh: -0.6; EWS-Fli block: -24.3; PAX8 reporter: 7.5

How did CN(Cc1cccs1)C(=O)CSc1nc2ccccc2[nH]1 do in these assays?
ERAP1 inh: 1.7; FN deposition inh: 2.9; S100A4 MyoIIA: -3.5; LGR2 inh: -24.0; EWS-Fli block: -46.4; PAX8 reporter: -58.2

What do the screens show for `C/C(=N\NC(=S)Nc1cc(S(=O)(=O)N2CCOCC2)ccc1Cl)c1ccccc1F`?
ERAP1 inh: 2.6; FN deposition inh: -0.7; PGC1a acetyl inh: 3.5; S100A4 MyoIIA: -1.2; PglD inh: -5.0; EWS-Fli block: 32.3; PAX8 reporter: 6.8

What do the screens show for `CC(C)(C)Nc1ncnc2sc(-c3ccccc3)cc12`?
ERAP1 inh: 5.3; FN deposition inh: 2.4; S100A4 MyoIIA: -4.5; LGR2 inh: 0.1; PglD inh: -2.1; EWS-Fli block: -5.8; PAX8 reporter: 13.3

What do the screens show for `CCOC(=O)c1sc(Nc2nc(C)cc(OC)n2)nc1C`?
ERAP1 inh: -3.5; FN deposition inh: 2.9; PGC1a acetyl inh: 11.3; S100A4 MyoIIA: -9.2; LGR2 inh: 2.7; PglD inh: 1.3; EWS-Fli block: 5.7; PAX8 reporter: 24.8

What do the screens show for `Cc1ccc(-c2csc3ncnc(Nc4ccc(N5CCOCC5)cc4)c23)cc1`?
FN deposition inh: -1.5; PGC1a acetyl inh: 5.4; PglD inh: -0.1; PAX8 reporter: -10.2

How did Cc1ccc(C)c(S(=O)(=O)Nc2ccc(C(=O)NCCCN3CCOCC3)cc2)c1 do in these assays?
ERAP1 inh: 1.3; FN deposition inh: 2.7; S100A4 MyoIIA: 2.6; LGR2 inh: -20.4; EWS-Fli block: 5.3; PAX8 reporter: 2.4

What do the screens show for `O=C(Cc1ccccc1)N1CCN(C(=O)c2ccc([N+](=O)[O-])cc2)CC1`?
ERAP1 inh: -3.4; FN deposition inh: 6.8; S100A4 MyoIIA: 0.7; EWS-Fli block: 2.1; PAX8 reporter: -0.9

How did CNC[C@@H]1Oc2ccc(NS(=O)(=O)c3ccccc3)cc2CC(=O)N([C@@H](C)CO)C[C@@H]1C do in these assays?
ERAP1 inh: 0.8; PGC1a acetyl inh: 2.4; S100A4 MyoIIA: -2.5; LGR2 inh: -1.9; PglD inh: -6.7; PAX8 reporter: -2.7

How did Cc1cc(C(=O)COC(=O)c2n[nH]c(=O)c3ccccc23)c(C)n1C(C)C do in these assays?
ERAP1 inh: 3.9; FN deposition inh: -4.0; PGC1a acetyl inh: 1.0; S100A4 MyoIIA: -1.5; LGR2 inh: -159.3; PglD inh: -0.3; EWS-Fli block: -77.1; PAX8 reporter: -95.9

What do the screens show for `O=C(NCc1cccnc1)c1cc(C2CCCN(C(=O)c3cccs3)C2)on1` (stereo unspecified)?
ERAP1 inh: -0.6; PGC1a acetyl inh: 6.2; S100A4 MyoIIA: -1.8; LGR2 inh: -2.3; PglD inh: -1.1; EWS-Fli block: -1.6; PAX8 reporter: 5.9

What do the screens show for `CCOc1ccc(C(C(=O)NCC2CCCO2)N(C(=O)c2snc(C(N)=O)c2N)c2ccc(F)cc2)cc1` (stereo unspecified)?
ERAP1 inh: 1.4; FN deposition inh: -0.4; S100A4 MyoIIA: -1.4; LGR2 inh: 8.6; PglD inh: -3.9; EWS-Fli block: 8.3; PAX8 reporter: 23.6

What do the screens show for `O=C(CSc1nc2cc(Cl)ccc2s1)NCc1ccc2c(c1)OCO2`?
FN deposition inh: -1.3; PGC1a acetyl inh: -1.6; LGR2 inh: 9.8; PglD inh: -0.6; PAX8 reporter: 10.2

How did Cc1c(C(=O)N2CCN(CCc3ccccc3)CC2)oc2ccccc12 do in these assays?
FN deposition inh: -5.7; PGC1a acetyl inh: 9.9; LGR2 inh: -2.2; PglD inh: 2.3

What do the screens show for `CS(=O)(=O)N(CC(=O)N1CCCC1)c1cccc(Cl)c1Cl`?
ERAP1 inh: 10.8; PGC1a acetyl inh: 3.4; S100A4 MyoIIA: -11.3; LGR2 inh: 9.9; PglD inh: 0.3; EWS-Fli block: 8.4

What do the screens show for `Nc1c(C(=O)c2ccccc2)sc2nsc(SCCN3CCCC3)c12`?
FN deposition inh: -28.5; PGC1a acetyl inh: -126.2; S100A4 MyoIIA: 1.1; LGR2 inh: -26.3; PglD inh: 5.5; EWS-Fli block: -73.6; PAX8 reporter: -7.6

Results for CCc1cccc(C)c1NC(=O)COC(=O)Cc1ccsc1 ?
FN deposition inh: -1.9; PGC1a acetyl inh: 8.4; LGR2 inh: 3.7; PglD inh: 2.4; PAX8 reporter: -121.8

How did Cc1cc(C)c(/C=C(\C#N)S(=O)(=O)c2ccccc2)[nH]1 do in these assays?
ERAP1 inh: -2.2; FN deposition inh: 18.0; PGC1a acetyl inh: -24.1; S100A4 MyoIIA: -0.6; EWS-Fli block: 4.5; PAX8 reporter: 21.6

Results for CC(C)C#Cc1ccc2c(c1)O[C@H](CN(C)C)[C@H](C)CN([C@@H](C)CO)S2(=O)=O ?
PGC1a acetyl inh: -5.9; S100A4 MyoIIA: 5.1; LGR2 inh: 0.8; PglD inh: -0.4; EWS-Fli block: 1.2; PAX8 reporter: -9.1

Results for CN(C)c1ccc(/C=C(/NC(=O)c2ccccc2Cl)C(=O)NCCN2CCOCC2)cc1 ?
ERAP1 inh: 2.2; FN deposition inh: 4.1; PGC1a acetyl inh: -6.9; S100A4 MyoIIA: -8.5; LGR2 inh: -1.7; PglD inh: -0.3; EWS-Fli block: -13.4; PAX8 reporter: 14.6

What do the screens show for `O=C(Cc1ccsc1)Nc1ccc(S(=O)(=O)C(F)F)cc1`?
ERAP1 inh: -1.5; FN deposition inh: -4.5; PGC1a acetyl inh: 4.4; S100A4 MyoIIA: -1.1; LGR2 inh: -13.9; PglD inh: 1.6; EWS-Fli block: -51.5; PAX8 reporter: -40.1

What do the screens show for `Cc1ccc(-c2nnc(SCC#CCOC(=O)c3ccco3)o2)cc1`?
FN deposition inh: 1.2; PGC1a acetyl inh: -16.4; PglD inh: -12.4; PAX8 reporter: -18.2

What do the screens show for `COc1ccc(-c2cnc3c(c2)C(=O)N([C@H](C)CO)C[C@@H](C)[C@H](CN(C)C(=O)Cc2cccnc2)O3)cc1`?
ERAP1 inh: -4.3; PGC1a acetyl inh: 12.4; S100A4 MyoIIA: 22.3; LGR2 inh: 10.3; PglD inh: 1.6; EWS-Fli block: -9.5; PAX8 reporter: -20.7

How did CO[C@H]1CN(C)C(=O)c2cc(NC(=O)c3nc4ccccc4s3)ccc2OC[C@H](C)N(Cc2cccnc2)C[C@H]1C do in these assays?
ERAP1 inh: -2.1; FN deposition inh: 10.7; PGC1a acetyl inh: 7.4; S100A4 MyoIIA: -54.6; LGR2 inh: 17.6; PglD inh: -1.4; EWS-Fli block: 35.9; PAX8 reporter: 88.5*

What do the screens show for `Cc1cc(C(=O)NCC(=O)Nc2c(C)cccc2C)c(C)o1`?
ERAP1 inh: -0.8; PGC1a acetyl inh: -6.5; S100A4 MyoIIA: 2.8; LGR2 inh: -1.2; PglD inh: 3.8; EWS-Fli block: 0.7; PAX8 reporter: 1.8

What do the screens show for `NC1=CC(=O)C(=O)c2ccccc21`?
ERAP1 inh: 2.1; FN deposition inh: -5.5; S100A4 MyoIIA: -2.7; LGR2 inh: 19.1; PglD inh: -2.3; EWS-Fli block: 8.1; PAX8 reporter: 13.2

How did O=P(c1ccccc1)(c1ccccc1)c1nc(-c2ccccc2)oc1NCc1ccccc1 do in these assays?
ERAP1 inh: 2.3; FN deposition inh: -9.1; PGC1a acetyl inh: 5.0; S100A4 MyoIIA: -3.0; LGR2 inh: 4.4; EWS-Fli block: -1.3; PAX8 reporter: 5.6

Nothing new here: an excerpt of the list.
What do the screens show for `Nc1c(C(=O)c2ccccc2)sc2nsc(SCCN3CCCC3)c12`?
FN deposition inh: -28.5; PGC1a acetyl inh: -126.2; S100A4 MyoIIA: 1.1; LGR2 inh: -26.3; PglD inh: 5.5; EWS-Fli block: -73.6; PAX8 reporter: -7.6

Results for CCc1cccc(C)c1NC(=O)COC(=O)Cc1ccsc1 ?
FN deposition inh: -1.9; PGC1a acetyl inh: 8.4; LGR2 inh: 3.7; PglD inh: 2.4; PAX8 reporter: -121.8

How did Cc1cc(C)c(/C=C(\C#N)S(=O)(=O)c2ccccc2)[nH]1 do in these assays?
ERAP1 inh: -2.2; FN deposition inh: 18.0; PGC1a acetyl inh: -24.1; S100A4 MyoIIA: -0.6; EWS-Fli block: 4.5; PAX8 reporter: 21.6
